Gal4-VP16 FLuc – inhibits Gal4-VP16 luciferase reporter, ROR gamma counter-screen | Drosophila S2 Gal4-VP16 UAS-luciferase, luminescence, 20 h | Potency, µM (series often up to 53.6 µM), inactives show at the top dose activity, negative = inhibition, hits mostly inhibitors | hit rate 3.5% among 310,000;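 further: Gal4-VP16 expression switched on by copper sulfate through the metallothionein promoter; potency means the concentration at half of the fitted maximal effect; on the % scale 0 is the no-effect control and ±100 the full control effect; nearly all actives have a fitted effect of over 50% in size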
Rab9 prom act – Rab9 promoter activation; Huh7 Rab9 promoter-luciferase reporter, luminescence, 24 h; Potency, µM (series often up to 9.22 µM), inactives show at the top dose activation, negative = inhibition, actives largely listed as activators; hit rate 2.8% among 320,000; AID 485297; further: potency means the concentration at half of the fitted maximal effect; % of control where 0% means no effect; nearly all actives have a fitted effect of over 60% in size
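Cell-based reporter: Huh7 stable for Rab9 promoter-driven luciferase, plated in reduced-serum medium with 10% FBS at 1500 cells/well, compound-treated 24 h at 37 °C, luminescence read after 10 min reagent.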
PKM2 activator – activators of human pyruvate kinase M2; Potency, µM (highest dose often 57.5 µM), inactives show top-dose activation, actives largely listed as activators; purified PKM2, Kinase-Glo ATP luminescence, activation; response scale: 0% is enzyme alone, no compound; hit rate 0.34% among 260,000; AID 1631; P14618; further: potency means the concentration at half of the fitted maximal effect; on the % scale 0 is the no-effect control and ±100 the full control effect; nearly all actives have a fitted effect of over 55% in size
Target sequence (P14618 whole entry, looked up): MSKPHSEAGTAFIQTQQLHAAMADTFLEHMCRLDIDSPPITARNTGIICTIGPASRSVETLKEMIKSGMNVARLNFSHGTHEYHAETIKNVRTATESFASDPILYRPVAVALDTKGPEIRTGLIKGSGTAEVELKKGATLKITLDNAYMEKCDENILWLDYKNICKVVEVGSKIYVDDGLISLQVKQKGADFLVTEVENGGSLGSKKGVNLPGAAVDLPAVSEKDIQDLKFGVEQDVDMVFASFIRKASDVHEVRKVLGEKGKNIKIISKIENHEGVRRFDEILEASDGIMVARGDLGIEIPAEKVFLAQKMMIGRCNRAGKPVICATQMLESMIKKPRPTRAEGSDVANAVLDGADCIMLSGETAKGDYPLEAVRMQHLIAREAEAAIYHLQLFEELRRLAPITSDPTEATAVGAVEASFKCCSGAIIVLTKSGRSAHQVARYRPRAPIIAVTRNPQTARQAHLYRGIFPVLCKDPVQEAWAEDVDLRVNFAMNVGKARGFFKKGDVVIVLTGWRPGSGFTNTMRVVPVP
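Purified hPK-M2 (>95% pure) converted ADP (0.1 mM final) to ATP with 0.5 mM PEP in 50 mM imidazole pH7.2, KCl, MgCl2, Tween 20, BSA; 1 h at room temperature. ATP detected by Kinase-Glo luminescence.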
MBNL1-CUG inh – MBNL1-poly(CUG) RNA binding inhibition | AID 2675 | TR-FRET MBNL1-His/biotin-(CUG)12 binding, 665/545 ratio | Potency, µM (highest dose often 57.5 µM), for inactives: at the highest dose activity change, negative = inhibition, hits mostly inhibitors | hit rate 0.036% among 280,000; active means well fitted inhibition curve with a large enough effect in the signal ratio, with a control signal flat, not every such curve was filed as active; inconclusive means small, poorly fitted or top-dose-only effect, or effect the other way, or a change in a side signal; inactive means no such curve, though single readings can be large or run the other way; the % refers to the signal ratio; further: potency means the concentration at half of the fitted maximal effect; on the % scale 0 is the no-effect control and ±100 the full control effect
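Compound titration spanned 92 nM–58 uM against the MBNL1-His/biotin-(CUG)12 complex. After 60 min at room temperature with 5 nM streptavidin-XL665 and 0.055 ng/ul terbium anti-His, ratiometric 665/545 nm emission (Ex 340 nm) normalized to controls.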
RORg inh – ROR gamma (mouse) transcription inhibition | Drosophila S2 Gal4-RORgamma UAS-luciferase reporter, 20 h | AID 2551 | P51450 | hit rate 5.4% among 310,000 | Potency, µM (series often up to 53.6 µM), for inactives: top-dose activity change, negative = inhibition, hits mostly inhibitors; further: potency means the concentration at half of the fitted maximal effect; on the % scale 0 is the no-effect control and ±100 the full control effect; nearly all actives have a fitted effect of over 60% in size
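Using a luciferase readout, inhibitors were identified by reduced reporter activity in Drosophila cells coexpressing a copper-inducible Gal4–ROR gamma fusion and UAS-driven Photinus luciferase, incubated 20 hr after 700 uM copper sulfate.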
Mito fusion act – blocks mitochondrial division or promotes mitochondrial fusion; S. cerevisiae fusion-defective mutant growth rescue, CellTiterGlo 48 h; Potency, µM (highest dose often 46.1 µM), for inactives: at the highest dose growth rescue (activation), hits mostly activators; hit rate 0.23% among 320,000; AID 485298;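 further: potency means the concentration at half of the fitted maximal effect; % of control where 0% means no effect; nearly all actives have a fitted effect of over 45% in size; temperature-sensitive fusion mutants such as fzo1-1 at 37 °C on non-fermentable ethanol glycerol medium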
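Read-out: ATP-based luminescence (CellTiterGlo, 10 min ambient) reporting growth of fusion-defective ts yeast after 48 hours at 37C on glycerol/ethanol YPEG medium in the presence of compound.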
KCNH2 3.1 block – inhibitors of human KCNH2 3.1 potassium channel isoform; activity change, % (tested at about 1.8 µM); hit rate 0.95% among 340,000; U2OS KCNH2 3.1, thallium flux FluxOr; hits give low values;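 active means maximum activity change below -70%; inconclusive means maximum activity change from -70% to -50%; inactive means maximum activity change above -50%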;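 further: thallium influx rate constant from kinetic fluorescence after stimulation buffer; on the % scale 0 is the no-effect control and ±100 the full control effect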
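Measured as rate of thallium-driven FluxOr signal in transduced U2OS cells carrying the 3.1 channel, read kinetically for 2 min upon stimulation; values are rate constants scaled to DMSO control wells.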
ELG1 repair inh – inhibitors of ELG1-dependent DNA repair in HEK293T cells; HEK293T ELG1-luciferase reporter, luminescence, 16 h; DNA damage induced by 5-fluorouridine; Potency, µM (titrated, usually from 46.1 µM), for the others: at the highest dose activity change, negative = inhibition, usual class: inhibitors; hit rate 2.3% among 330,000; AID 504467; further: potency means the concentration at half of the fitted maximal effect; on the % scale 0 is the no-effect control and ±100 the full control effect; nearly all actives have a fitted effect of over 55% in size
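Step one: seed 2,000 cells per well. Step two: pin-transfer compound or DMSO alongside 5-fluorouridine. Step three: incubate 16 hr, 37 °C, 5% CO2. Step four: add ONE-Glo, wait 30 min, read luminescence.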
FLuc modulator – counter-screen for miR-21 project: firefly luciferase inhibitors or activators; P08659; Potency, µM (doses to about 57.5 µM), inactives show at the top dose activity change, negative = inhibition, actives largely listed as inhibitors; hit rate 6.9% among 360,000; purified FLuc, Km substrates, luminescence inhibition;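 further: potency means the concentration at half of the fitted maximal effect; plate controls were vehicle for no effect and reference inhibitor for full effect; nearly all actives have a fitted effect of over 55% in size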
Target sequence (P08659 whole entry, looked up): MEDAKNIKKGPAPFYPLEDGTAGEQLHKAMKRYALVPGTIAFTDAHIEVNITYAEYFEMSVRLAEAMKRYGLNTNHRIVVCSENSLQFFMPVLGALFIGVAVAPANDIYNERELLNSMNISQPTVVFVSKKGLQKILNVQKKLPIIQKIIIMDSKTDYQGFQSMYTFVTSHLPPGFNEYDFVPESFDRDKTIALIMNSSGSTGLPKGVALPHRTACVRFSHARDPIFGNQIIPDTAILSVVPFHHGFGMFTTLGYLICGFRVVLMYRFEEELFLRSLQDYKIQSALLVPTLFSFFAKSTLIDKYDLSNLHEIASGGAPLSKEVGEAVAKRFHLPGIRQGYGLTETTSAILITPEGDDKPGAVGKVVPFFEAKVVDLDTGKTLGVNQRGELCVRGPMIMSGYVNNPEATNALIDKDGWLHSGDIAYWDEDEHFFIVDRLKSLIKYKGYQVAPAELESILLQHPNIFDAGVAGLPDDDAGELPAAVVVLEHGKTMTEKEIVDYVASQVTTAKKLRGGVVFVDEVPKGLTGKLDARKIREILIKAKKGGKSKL
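Biochemical qHTS of compounds, final roughly 60 µM downward over six points, against 10 nM purified firefly luciferase using Km concentrations of substrates (10 uM D-luciferin, 10 uM ATP) in Tris acetate pH 7.5 buffer; luminescence output.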
NPC1 prom act – activates the NPC1 promoter; Huh7 NPC1 promoter luciferase reporter, 24 h; Potency, µM (titrated, usually from 9.22 µM), for inactives: top-dose activation, actives largely listed as activators; hit rate 2.4% among 320,000; AID 485313;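 further: potency means the concentration at half of the fitted maximal effect; % of control where 0% means no effect; nearly all actives have a fitted effect of over 60% in size; reporter is driven by a mutant NPC1 promoter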
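Stably transfected Huh7 (NPC1 promoter→luciferase), 1500 cells/well in Opti-MEM + 10% FBS, 2 h settle, then compound 24 h at 37 °C. Luminescence after 10 min with Amplite reagent.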
Menin-MLL TR inh – displaces Texas Red mutant MLL peptide from human menin | Menin + Texas Red MLL mutant peptide, fluorescence polarization | hit rate 0.23% among 270,000 | O00255 | Potency, µM (top dose mostly 61.6 µM), for the others: at the highest dose FP activity change, negative = inhibition, actives largely listed as inhibitors; active means well fitted inhibition curve with a large enough effect in the polarisation, with a control signal flat, not every such curve was filed as active; inconclusive means small, poorly fitted or top-dose-only effect, or effect the other way, or a change in a side signal; inactive means no such curve, though single readings can be large or run the other way; the % refers to the polarisation; further: potency means the concentration at half of the fitted maximal effect; % of control where 0% means no effect; many of its hits are not listed in these tables
Numbers without * were called inactive; u = inconclusive; x = not tested or not shown; [ ] = another dose, or the depositor's remark. Unless noted, the call rests on the fitted dose curve; in most records, active means well fitted curve in the direction sought with a large enough effect; inconclusive means small, poorly fitted or top-dose-only effect, or another doubt; inactive means no such curve, though single readings can be large; an effect the other way counts as inactive or inconclusive. The list is partial, so the mix of outcomes need not match the whole.

SMILES | Gal4-VP16 FLuc | Rab9 prom act | PKM2 activator | MBNL1-CUG inh | RORg inh | Mito fusion act | KCNH2 3.1 block | ELG1 repair inh | FLuc modulator | NPC1 prom act | Menin-MLL TR inh
O=C(NC1CCCCCC1)C1Cc2ccccc2CN1C(=O)c1ccco1 (stereo not given) | 14% | 19% | 0% | -2% | -2% | 0% | -8 | 27% | -9% | -1% | 6%
CCC(=O)N1N=C2CC(C)(C)OCC2C1c1ccccc1 (stereo not given) | 0% | -2% | 13% | -5% | -11% | -3% | 1 | 12% | 4% | 0% | 4%
COc1ccc(C2c3ccc4ccccc4c3Oc3ncn(CCN4CCOCC4)c(=N)c32)cc1OC (stereo not given) | -3% | -6% | 7% | u | -5% | -11% | 19 | 21% | 5% | 0% | x
O=C(c1cccc(N2C(=O)C3CC=CCC3C2=O)c1)N1CCCc2ccccc21 (stereo not given) | 2% | 2% | -3% | 0% | 18% | -3% | 7 | u | u | -3% | -13%
COC(=O)c1c(NS(=O)(=O)c2ccccc2)csc1C | 8% | 0% | 15% | 6% | 7% | -2% | 0 | u | 1% | 4% | x
CC(=O)N1CCN(C(=S)NCc2ccccc2)CC1 | -10% | 0% | -8% | -24% | 0% | -1% | 8 | 1% | 0% | -1% | -1%
Cc1ccc(C2=NCCn3nc4cc(C(F)(F)F)ccc4c32)cc1 | x | 16% | x | x | x | 0% | -50 | u | -15% | 15% | x
Cc1cc(C)nc(N(C#N)CC(=O)Nc2ccccc2)n1 | 2% | -9% | -2% | 4% | -30% | -1% | 6 | 7% | 0% | -7% | -5%
COc1ccc(OC)c(NC(=O)COC(=O)c2ccc(OC)c(S(=O)(=O)N3CCCC3)c2)c1 | x | 1% | x | x | x | -1% | 1 | u | 6% | -1% | x
O=[N+]([O-])c1cc(C(F)(F)F)ccc1NCC1CCCO1 (stereo not given) | 0% | 5% | -1%[11.5 µM] | 19% | 62% | -2% | 22 | 28% | 5% | 19% | 0%
O=C(NCc1ccco1)C1c2ccccc2Oc2ccccc21 | 1% | -5% | 1% | 7% | 6% | 0% | -27 | 2% | -2% | 1% | -27%
O=C(Nc1cccc(-c2cn3cccnc3n2)c1)c1ccc(Br)o1 | -15% | 24% | -1% | 22% | 18% | -3% | -50 | u | u | -3% | -13%
Fc1ccccc1-c1nc(NCc2ccco2)c2ccccc2n1 | 12% | -1% | -7% | -5% | u | 16% | -12 | u | -1% | -1% | 35%[activator]
CCCn1c(C)cc(C(=O)CSc2nc3ccccc3c(=O)n2Cc2ccco2)c1C | -20% | 3.5µM* | 15% | x | u | -14% | 6 | u | 5.4µM* | 3.2µM* | -1%
O=C(Nc1ccc(Cl)cc1F)C1CC1c1ccccc1 (stereo not given) | 20% | 24% | 5% | 2% | -19%[1.91 µM] | -6% | 8 | u | u | 20% | 0%
COc1cccc(-c2nn(-c3ccc(C)cc3)cc2C(=O)NCC(c2cccs2)N2CCOCC2)c1 (stereo not given) | x | -1% | x | x | x | u | -50 | u | u | -4% | x
CN(C)c1ccc(/C=N/N=C2/NC(=O)/C(=C/c3ccc([N+](=O)[O-])cc3)S2)cc1 | u | u | -7% | u | 2.8µM* | -3% | 3 | u | 0.11µM* | u | u
CN1CCN(Cc2cccc(Oc3ccccc3)c2)CC1 | 6% | -8% | -8% | -13% | 6% | -2% | -6 | 4% | -1% | -4% | -11%
COc1ccc(C)cc1NC(=O)CCN1CC(C)OC(C)C1 (stereo not given) | -9% | 0% | -5% | x | -10% | 1% | 14 | 5% | 0% | -1% | -3%
O=C(NCc1ccc2c(c1)OCO2)c1cccnc1Cl | 6% | -9% | -2% | -9% | 7% | 3% | 10 | 23% | 3% | 1% | -4%

Compound profiles, as listed above. Order of screens: Gal4-VP16 FLuc | Rab9 prom act | PKM2 activator | MBNL1-CUG inh | RORg inh | Mito fusion act | KCNH2 3.1 block | ELG1 repair inh | FLuc modulator | NPC1 prom act | Menin-MLL TR inh
Shown for `Fc1ccccc1-c1nc(NCc2ccco2)c2ccccc2n1` → 12% | -1% | -7% | -5% | u | 16% | -12 | u | -1% | -1% | 35%[activator]
Shown for `O=C(NCc1ccc2c(c1)OCO2)c1cccnc1Cl` → 6% | -9% | -2% | -9% | 7% | 3% | 10 | 23% | 3% | 1% | -4%

More structures.
SMILES | Gal4-VP16 FLuc | Rab9 prom act | PKM2 activator | MBNL1-CUG inh | RORg inh | Mito fusion act | KCNH2 3.1 block | ELG1 repair inh | FLuc modulator | NPC1 prom act | Menin-MLL TR inh
CCOC(=O)C1(CCOc2ccccc2)CCN(C(=O)c2ccc(-n3cccn3)cc2)CC1 | -8% | -3% | u | 1% | 0% | -15% | -87* | u | 0% | -6% | u
COc1cc(OC)cc(C(=O)OCCCOC(=O)c2cc(OC)cc(OC)c2)c1 | -1% | -2% | -13% | -1% | -16% | 1% | -11 | -10% | -1% | 2% | x
Cc1cc(C(=O)NN=C2CCCCCC2)c(C)o1 | 15% | -9% | 0% | 7% | -29% | -5% | -1 | 15% | -17% | -1% | x
COC(=O)c1c(NC(=S)NNS(=O)(=O)c2ccc(OC)cc2OC)sc2c1CCCCCC2 | 24% | 2% | x | -2% | -35% | -8% | -10 | 1% | 3% | -2% | x
COc1ccc(/C=N/Nc2nccnc2Cl)cc1 | u | 0.45µM* | -79% | u | u | 1% | 3 | u | 2.7µM* | 1.3µM* | 0%
O=C(Nc1cccc(Cl)c1)c1ccc(NCCCN2CCOCC2)c([N+](=O)[O-])c1 | 0% | 0% | 3% | u | 43% | -3% | -46 | 3% | -15% | -3% | u
O=[N+]([O-])c1ccc2nc(-c3ccccc3)n(OCc3ccc(Cl)cc3)c2c1 | u | 5% | -6% | 15% | -1% | -2% | 3 | 22% | u | 2% | 4%
COc1ccc(NC(=O)CCNS(=O)(=O)c2ccc(Cl)c([N+](=O)[O-])c2)cc1S(N)(=O)=O | 20% | -3% | x | u | 39% | -5% | -6 | 0% | -2% | 1% | 16%
S=C(NCc1ccco1)NCC(c1ccco1)N1CCCCC1 (stereo not given) | 16% | 1% | -6% | -12% | 21% | -11% | -23 | 27% | -3% | -9% | 7%
CN(Cc1cnccn1)C(=O)C1CCC(=O)N(CCc2ccc(Cl)cc2)C1 (stereo not given) | 1% | 2% | x | -9% | -1% | 1% | 6 | 10% | -2% | -6% | u
CCS(=O)(=O)c1nc2ccccc2n1CC(=O)N1CCCCC1 | -12% | u | 11% | 0% | -1% | -4% | -4 | 8% | 3% | -3% | -24%
CCOc1ccc(NC(=S)N2CCC(NC(=O)c3ccccc3)CC2)cc1 | -21% | 2% | 4% | 0% | 1% | -2% | -1 | 0% | 0% | -3% | 15%
COc1ccc2[nH]cc(C(=O)CN3CCN(C(=O)c4ccco4)CC3)c2c1 | -3% | -8% | 0% | -4% | -18% | 1% | -3 | 7% | 1% | 1% | -6%
O=C(NCCCN1CCOCC1)c1ccc2c(=O)n(Cc3cccc(Br)c3)c(=S)[nH]c2c1 | -6% | 0% | -1% | 3% | -22% | -2% | -8 | -4% | 2% | -5% | 56%[activator]

An excerpt from above in order of their number in Rab9 prom act, rising:
molecule,Rab9 prom act
Cc1cc(C)nc(N(C#N)CC(=O)Nc2ccccc2)n1,-9%
COc1ccc2[nH]cc(C(=O)CN3CCN(C(=O)c4ccco4)CC3)c2c1,-8%
CCOC(=O)C1(CCOc2ccccc2)CCN(C(=O)c2ccc(-n3cccn3)cc2)CC1,-3%
Fc1ccccc1-c1nc(NCc2ccco2)c2ccccc2n1,-1%
O=C(NC1CCCCCC1)C1Cc2ccccc2CN1C(=O)c1ccco1 (stereo not given),19%
